Dynein cargo inh = inhibitors of GR-EGFP nuclear translocation, primary screen, dynein cargo transport inhibitor project, imaging, high-content, 3617.4 mouse cells; 220,000 compounds, 0.47% hits; z-score, hits read low; AID 1381, 2008; test concentration mostly 20 µM; stimulated with dexamethasone, 1 µM; active compounds read low;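 active = plate z-score of nuclear minus cytoplasmic receptor signal below a set negative limit, without overly bright fluorescence or cell loss, cut at about -3.5 in these data, passing the limit was not always enough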;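 note: z-score of nuclear minus cytoplasmic ring GR-EGFP intensity difference per well; some compounds called inactive have numbers as strong as hits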
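Also added – dexamethasone, 1.0 µM final · Buffer or medium – tet-free, stripped-serum medium · Schedule – induction 48 h, compound 1 h, agonist 30 min · Detection – formaldehyde fixation, Hoechst nuclear stain, 10x automated fluorescence imaging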
NOD2 inhibition = NOD2 signaling inhibitors, cell-based, luminescence, uHTS, HEK293 (AID 1566). HEK293 NOD2/NF-kB luciferase reporter, luminescence; higher % means a stronger effect. 290,000 compounds, 0.63% hits. inhibition, % at 4 µM; hits with a dose series show EC50 in µM; in the data active = inhibition above about 50%; note: many of its hits are not listed in these tables
Ins promoter up = insulin promoter activators in MIN6 cells, imaging, high-content screening, mouse beta cells. MIN6 insulin promoter-GFP reporter; active compounds read high. z-score at 5 µM. 190,000 compounds, 0.3% hits. AID 1625, 2009;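 active = z-score above 3 at 5 µM with at least 500 cells counted in the well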
M17LAP inhibition = P. falciparum M17LAP inhibitors, primary screen, biochemical, fluorogenic H-Leu-NHMec substrate, 1536-well (AID 1619). Leucine aminopeptidase (Plasmodium falciparum (isolate 3D7)). 220,000 compounds, 0.38% hits. inhibition, % at 30 µM, or IC50 in µM where a hit was titrated. recombinant M17LAP, H-Leu-NHMec fluorogenic kinetic assay; higher % means a stronger effect;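 active = compound inhibiting the enzyme by more than half at any dose during confirmatory dose-response retesting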;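 note: plate controls were full reaction with DMSO carrier for no effect and no enzyme background for full effect; strong numbers were not always called active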
Autophagy mod = autophagy modulators in MEF cells, primary screen, imaging, high-content, MEF GFP-LC3; 190,000 compounds, 0.98% hits; MEF GFP-LC3 puncta imaging; test concentration mostly 10 µM; AID 463193, 2010; calls only at 10 µM (by protocol);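 active = percentage of spot-positive cells more than 3 SD above its plate mean, without a fluorescence outlier flag or 80% toxicity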;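 note: spot-positive cell cutoff set from DMSO-treated cells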
MT stabilizer = microtubule stabilizers in HeLa cells, primary screen, imaging, high-content imaging | 200,000 compounds, 0.83% hits | HeLa tubulin immunostaining HCS, 24 h; share of cells brighter than vehicle mean+2SD | % tubulin-high responders, % at 10 µM | AID 2205, 2009;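 active = plate Z-score above 3 for both tubulin-high and condensed-nucleus cell shares, with cell loss under 80%, at 10 µM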;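 note: anti alpha tubulin signal scored within the nucleus-defined area of each cell; some results filed as inactive read as strong as hits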
Yfh1-off respiration = enhancers of respiration in Yfh1-depleted yeast, dose response, Friedreich's ataxia, plus single-dose screen (AID 1465) | 220,000 compounds, 0.074% hits | one-dose fold induction at 50 µM; EC50 in µM for titrated hits | S. cerevisiae Yfh1-off respiration, WST-1 reduction, 72 h; higher fold induction means a stronger effect;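 active = fold induction of absorbance versus untreated yeast above a set limit, then at least 30% activation at any dose in follow-up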;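 note: activators that raise dye reduction in frataxin-depleted yeast; strong numbers were not always called active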
NOD1 inhibition = NOD1 signaling inhibitors, primary screen, cell-based, luminescence, uHTS (AID 1578) | 290,000 compounds, 1% hits | NOD1-driven NF-kB luciferase reporter cells, luminescence; higher % means a stronger effect | inhibition, % at 4 µM; hits with a dose series show EC50 in µM; in the data active = inhibition mostly above about 36%, no sharp cut-off; inactive = mostly below about 34%;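 note: HEK-293T reporter cells stimulated with the NOD1 agonist gamma-tri-DAP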
bCat nuc transl = modulators of beta-catenin nuclear translocation, primary screen, imaging, HeLa cells, immunofluorescence, high-content | nuclear translocation activity, % at 5 µM | 190,000 compounds, 0.3% hits | AID 1665, 2009;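 active = nuclear translocation activity above 50% at 5 µM, with a well cell count of 50 or more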;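 note: per-cell ratio of nuclear to cytoplasmic median beta-catenin stain intensity; plate controls were DMSO negative control for no effect and GSK-3 inhibitor IX positive control for full effect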
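Test system: human HeLa cells, native beta-catenin. Compound dosing: 5 µM primary single dose, 0.1% DMSO, 0.02–20 µM confirmation series. Incubation: compound exposure 24 h at 37°C. Detection: beta-catenin immunostaining with DAPI counterstain, 20x imaging, 6 fields/well. Read-out basis: Nuclear/cytoplasmic beta-catenin signal ratio, % activation.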
Dynein cargo inh cytoplasmic EGFP = also measured in Dynein cargo inh; calls as there; z-score; measured here: cytoplasmic GR-EGFP intensity; active compounds read high
Dynein cargo inh nuclear GR-EGFP = further read-out of Dynein cargo inh, marked with its call; z-score; measured here: nuclear GR-EGFP intensity;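 lower value marks the stronger effect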
Dynein cargo inh cell count = second read-out of Dynein cargo inh, no call of its own (marks repeat the call); z-score; measured here: cell count per field
Ins promoter up cell count = also measured in Ins promoter up; calls as there; cell count; measured here: cytotoxicity, nuclei count;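 total cells summed across four imaged fields per well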
bCat nuc transl cell count 5 µM = further read-out of bCat nuc transl, marked with its call; cell count; measured here: cell count, cytotoxicity flag
MT stabilizer Hoechst-high % = further read-out of MT stabilizer, marked with its call; % Hoechst-high responders; measured here: nuclear condensation Hoechst responders;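 share of cells brighter than vehicle mean plus two SD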
MT stabilizer cytotoxicity % = also measured in MT stabilizer; calls as there; toxicity, %; measured here: cytotoxicity by cell density;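 0% = mean cell density of plate MIN control wells and 100% = no cells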
Autophagy mod cell loss 18 h = further read-out of Autophagy mod, marked with its call; toxicity, %; measured here: cell loss, nuclei count;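 cell loss after 18 h compound exposure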
Numbers without * were called inactive.

O=C(NCc1ccco1)Nc1ccc(Br)cc1 was read as Dynein cargo inh -0.4, NOD2 inhibition -2.3%, Ins promoter up -0.15, M17LAP inhibition 7.0%, Autophagy mod inactive, MT stabilizer 2.0, Yfh1-off respiration inactive, NOD1 inhibition -3.9%, bCat nuc transl -5.5, Dynein cargo inh cytoplasmic EGFP -0.199, Dynein cargo inh nuclear GR-EGFP -0.186, Dynein cargo inh cell count 0.533, Ins promoter up cell count 1150, bCat nuc transl cell count 5 µM 1000, MT stabilizer Hoechst-high % 2.8, MT stabilizer cytotoxicity % 8.7 and Autophagy mod cell loss 18 h 1.0.
Screening CC(/C=C/c1ccc(C)o1)=C\C(=O)O returned Dynein cargo inh -0.411, NOD2 inhibition -14.5%, Ins promoter up -0.3, M17LAP inhibition 13.9%, Autophagy mod inactive, MT stabilizer 1.9, Yfh1-off respiration inactive, NOD1 inhibition 7.7%, bCat nuc transl -0.9, Dynein cargo inh cytoplasmic EGFP -0.152, Dynein cargo inh nuclear GR-EGFP -0.861, Dynein cargo inh cell count -0.889, Ins promoter up cell count 1566, bCat nuc transl cell count 5 µM 1276, MT stabilizer Hoechst-high % 1.7, MT stabilizer cytotoxicity % 11.0 and Autophagy mod cell loss 18 h -6.5.
COc1ccccc1N1CCN(c2cc(=O)n(-c3ccc(Cl)cc3)c(=O)[nH]2)CC1 was read as Dynein cargo inh -0.242, NOD2 inhibition 2.4%, Ins promoter up 0.63, Autophagy mod inactive, MT stabilizer 4.9, Yfh1-off respiration inactive, NOD1 inhibition -6.2%, bCat nuc transl -0.7, Dynein cargo inh cytoplasmic EGFP -0.163, Dynein cargo inh nuclear GR-EGFP 0.154, Dynein cargo inh cell count 0.442, Ins promoter up cell count 1805, bCat nuc transl cell count 5 µM 1045, MT stabilizer Hoechst-high % 3.4, MT stabilizer cytotoxicity % 5.0 and Autophagy mod cell loss 18 h -7.4.
COc1cccc(Oc2ccc(N)cn2)c1 was read as Dynein cargo inh 0.148, NOD2 inhibition 1.3%, Ins promoter up 0.43, M17LAP inhibition -12.5%, Autophagy mod inactive, MT stabilizer 1.6, Yfh1-off respiration inactive, NOD1 inhibition 4.3%, Dynein cargo inh cytoplasmic EGFP -0.277, Dynein cargo inh nuclear GR-EGFP 0.247, Dynein cargo inh cell count 0.496, Ins promoter up cell count 1121, MT stabilizer Hoechst-high % 1.7, MT stabilizer cytotoxicity % 20.2 and Autophagy mod cell loss 18 h -12.1.
For COc1ccc(/C=N/c2sc3c(c2C#N)CCN(Cc2ccccc2)C3)c(O)c1 the results were Dynein cargo inh 0.373, NOD2 inhibition 2.0%, Ins promoter up -0.16, M17LAP inhibition -7.9%, Autophagy mod inactive, MT stabilizer 1.4, Yfh1-off respiration inactive, NOD1 inhibition -18.8%, bCat nuc transl -1.3, Dynein cargo inh cytoplasmic EGFP -0.146, Dynein cargo inh nuclear GR-EGFP 0.536, Dynein cargo inh cell count -0.604, Ins promoter up cell count 1441, bCat nuc transl cell count 5 µM 1154, MT stabilizer Hoechst-high % 1.2, MT stabilizer cytotoxicity % 6.6 and Autophagy mod cell loss 18 h -3.0.
Cc1onc(-c2c(Cl)cccc2Cl)c1C(=O)N=S(C)(=O)c1ccccc1 (stereo not given) was read as Dynein cargo inh -0.216, NOD2 inhibition 10.0%, Ins promoter up -0.36, M17LAP inhibition -3.7%, Yfh1-off respiration inactive, NOD1 inhibition -2.5%, bCat nuc transl 1.6, Dynein cargo inh cytoplasmic EGFP -0.195, Dynein cargo inh nuclear GR-EGFP -0.413, Dynein cargo inh cell count -0.0146, Ins promoter up cell count 1424 and bCat nuc transl cell count 5 µM 1305.
`CCCCC1=CC2=CC(=O)C(C)(OC(=O)CC)C(=O)C2=CN1Cc1ccc2c(c1)OCO2` (stereo not given) gave Dynein cargo inh -0.238, NOD2 inhibition 7.4%, Ins promoter up 0.7, M17LAP inhibition -8.9%, Yfh1-off respiration inactive, NOD1 inhibition -11.2%, bCat nuc transl 0.7, Dynein cargo inh cytoplasmic EGFP -0.726, Dynein cargo inh nuclear GR-EGFP -0.157, Dynein cargo inh cell count -0.0741, Ins promoter up cell count 837 and bCat nuc transl cell count 5 µM 1151.
For Cc1cc(C)nc(CCNC(=O)c2cc(COc3ccc(F)cc3Cl)on2)n1 the results were Dynein cargo inh 0.19, NOD2 inhibition 8.9%, Ins promoter up -0.5, Autophagy mod inactive, MT stabilizer 1.9, Yfh1-off respiration inactive, NOD1 inhibition -28.7%, bCat nuc transl 1.8, Dynein cargo inh cytoplasmic EGFP -0.14, Dynein cargo inh nuclear GR-EGFP 0.39, Dynein cargo inh cell count 1.08, Ins promoter up cell count 1515, bCat nuc transl cell count 5 µM 982, MT stabilizer Hoechst-high % 1.7, MT stabilizer cytotoxicity % 1.7 and Autophagy mod cell loss 18 h -0.3.
`Cc1ccc2c(c1)/C(=N/O)CCS2` gave Dynein cargo inh 0.349, NOD2 inhibition 18.9%, Ins promoter up -0.03, M17LAP inhibition 6.2%, Autophagy mod inactive, MT stabilizer 2.5, Yfh1-off respiration inactive, NOD1 inhibition -2.6%, bCat nuc transl -3.9, Dynein cargo inh cytoplasmic EGFP -0.202, Dynein cargo inh nuclear GR-EGFP 1.03, Dynein cargo inh cell count -0.861, Ins promoter up cell count 1559, bCat nuc transl cell count 5 µM 1019, MT stabilizer Hoechst-high % 1.1, MT stabilizer cytotoxicity % 3.8 and Autophagy mod cell loss 18 h -35.1.
Screening COc1cc(C2C(C#N)=C(C)NC(C)=C2C#N)cc(OC)c1OC returned Dynein cargo inh -0.0953, NOD2 inhibition 11.5%, Ins promoter up 0.7, M17LAP inhibition -0.6%, Autophagy mod inactive, MT stabilizer 2.8, Yfh1-off respiration inactive, NOD1 inhibition 7.7%, bCat nuc transl -2.3, Dynein cargo inh cytoplasmic EGFP -0.281, Dynein cargo inh nuclear GR-EGFP 0.879, Dynein cargo inh cell count 0.0933, Ins promoter up cell count 1207, bCat nuc transl cell count 5 µM 546, MT stabilizer Hoechst-high % 2.5, MT stabilizer cytotoxicity % 7.7 and Autophagy mod cell loss 18 h 0.0.
For COc1cc(/C=N/S(=O)(=O)CCc2ccccc2)cc(OC)c1O the results were Dynein cargo inh 1.1, NOD2 inhibition 18.5%, Ins promoter up -0.05, M17LAP inhibition 18.6%, Autophagy mod inactive, MT stabilizer 2.0, Yfh1-off respiration inactive, NOD1 inhibition -3.3%, bCat nuc transl -3.0, Dynein cargo inh cytoplasmic EGFP -0.257, Dynein cargo inh nuclear GR-EGFP 0.737, Dynein cargo inh cell count -0.559, Ins promoter up cell count 1493, bCat nuc transl cell count 5 µM 1020, MT stabilizer Hoechst-high % 2.5, MT stabilizer cytotoxicity % 2.9 and Autophagy mod cell loss 18 h 0.0.
O=S(=O)(c1ccc(Br)cc1)N1CCCN(Cc2cccc(F)c2)CC1 was read as Dynein cargo inh -0.836, NOD2 inhibition -2.1%, Ins promoter up -0.41, M17LAP inhibition 4.9%, Autophagy mod inactive, MT stabilizer 7.6, Yfh1-off respiration inactive, NOD1 inhibition -18.9%, bCat nuc transl 0.1, Dynein cargo inh cytoplasmic EGFP -0.13, Dynein cargo inh nuclear GR-EGFP 0.102, Dynein cargo inh cell count 0.904, Ins promoter up cell count 1314, bCat nuc transl cell count 5 µM 575, MT stabilizer Hoechst-high % 2.0, MT stabilizer cytotoxicity % 7.0 and Autophagy mod cell loss 18 h 26.1.
For COc1ccc2nc(CC(C)(C)CC(=O)O)c[n+]([O-])c2c1 the results were Dynein cargo inh -1.21, NOD2 inhibition 2.7%, Ins promoter up -0.5, M17LAP inhibition -109.4%, Autophagy mod inactive, MT stabilizer 1.8, Yfh1-off respiration inactive, NOD1 inhibition -7.6%, Dynein cargo inh cytoplasmic EGFP -0.221, Dynein cargo inh nuclear GR-EGFP -0.0192, Dynein cargo inh cell count 0.367, Ins promoter up cell count 1217, MT stabilizer Hoechst-high % 2.4, MT stabilizer cytotoxicity % 12.4 and Autophagy mod cell loss 18 h -1.3.
For Cc1nn(C)c(C)c1CNC(=O)Nc1ccc2c(c1)OCO2 the results were Dynein cargo inh 0.13, NOD2 inhibition -32.3%, Ins promoter up -0.57, M17LAP inhibition 1.7%, Autophagy mod inactive, Yfh1-off respiration inactive, NOD1 inhibition -34.1%, bCat nuc transl 0.6, Dynein cargo inh cytoplasmic EGFP -0.363, Dynein cargo inh nuclear GR-EGFP 0.364, Dynein cargo inh cell count 0.15, Ins promoter up cell count 1349, bCat nuc transl cell count 5 µM 1118 and Autophagy mod cell loss 18 h 1.5.
O=C(c1ccc(Cl)c(F)c1F)N1CCCC1 was read as Dynein cargo inh -0.0746, NOD2 inhibition 7.3%, Ins promoter up 0.03, M17LAP inhibition -7.4%, Autophagy mod inactive, MT stabilizer 2.9, Yfh1-off respiration inactive, NOD1 inhibition -14.9%, Dynein cargo inh cytoplasmic EGFP 0.117, Dynein cargo inh nuclear GR-EGFP 0.0657, Dynein cargo inh cell count -0.0606, Ins promoter up cell count 1240, MT stabilizer Hoechst-high % 2.6, MT stabilizer cytotoxicity % 10.4 and Autophagy mod cell loss 18 h -2.5.

Screening results deposited in PubChem BioAssay by several laboratories.

A portion of the library (hit frequency here may not be typical).
